# Compound activity (PubChem BioAssay)
# Vif-APOBEC3G blk: qHTS for Inhibitors of Vif-A3G Interactions: qHTS | HeLa A3G-eYFP + Vif (tagged APOBEC3G with the HIV-1 protein that degrades it), YFP fluorescence, overnight | Potency, µM (highest dose often 46.1 µM), without a hit: top-dose activity, negative = active, most hits filed as inhibitors | 410,000 tested, 0.076% active;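 also: potency is read from the fitted curve at half-maximal effect; % is scaled to controls: 0 for no effect and ±100 for the full control effect; nearly all actives have a fitted effect of over 60% in size; hits raise eYFP signal because A3G escapes Vif-driven loss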
#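 HeLa cells stably expressing Vif and C-terminally eYFP-tagged A3G, seeded overnight at 37 deg C, then exposed to compound by pintool overnight at 37 deg C. Rise in yellow fluorescence (Ex 488/Em 500-530, Acumen) marks blocked Vif-driven A3G degradation.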
# TrxR1 substrate: qHTS Assay for Substrates of Mammalian Selenoprotein Thioredoxin Reductase 1 (TrxR1): qHTS; purified TrxR1 substrate turnover, NADPH consumption readout; Thioredoxin reductase 1, cytoplasmic (Rattus norvegicus), O89049; Potency, µM (titrated, usually from 114 µM), for inactives: at the top dose activity change, negative = substrate turnover; AID 588456, 2011; 390,000 tested, 0.01% active; also: potency is read from the fitted curve at half-maximal effect; % is scaled to controls: 0 for no effect and ±100 for the full control effect; nearly all actives have a fitted effect of over 50% in size
#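 Rat TrxR1, dispensed at 90 nM, was prereduced with 400 uM NADPH (final) for 5 min at ~22 deg C, then incubated with compound 15 min before 400 uM selenite. A first-read NADPH fluorescence drop versus no-compound background flagged substrates.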
# GRP78 ERSR act: qHTS for Inducers of the Endoplasmic Reticulum Stress Response (ERSR) in Human Glioma: qHTS; U87-MG GRP78 promoter luciferase reporter, 16 h; Potency, µM, for the others: top-dose activation, hits mostly activators; 420,000 tested, 0.02% active; AID 602332, 2012; also: potency is read from the fitted curve at half-maximal effect; series mostly up to about 76 µM; % of control where 0% means no effect; nearly all actives have a fitted effect of over 35% in size
#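 Stably transfected U87-MG human glioma cells carrying a GRP78-based luminescent sensor were seeded at 1000 cells/well, pin-dosed with compounds and incubated 16 h. Luciferase reagent was then added, and end-point luminescence was read after 10 min at room temperature.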
# TrxR1 inh: qHTS Assay for Inhibitors of Mammalian Selenoprotein Thioredoxin Reductase 1 (TrxR1): qHTS; Thioredoxin reductase 1, cytoplasmic (Rattus norvegicus), O89049; recombinant rTrxR1, NADPH fluorescence consumption, selenite substrate; Potency, µM (doses to about 114 µM), for the others: at the highest dose activity change, negative = inhibition, usual class: inhibitors; 390,000 tested, 1% active; also: potency is read from the fitted curve at half-maximal effect; % is scaled to controls: 0 for no effect and ±100 for the full control effect; nearly all actives have a fitted effect of over 65% in size
#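 Rat TrxR1 (90 nM in the dispensed reagent) was pre-reduced with 400 uM NADPH for 5 min at room temperature, then incubated with compound for 15 min. After 400 uM selenite was added, NADPH fluorescence (Ex 340/Em 450 nm) was followed for 8 min.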
# LDHA inh: qHTS assay for inhibitors of human lactate dehydrogenase; L-lactate dehydrogenase A chain (Homo sapiens), P00338; purified LDHA, NADH/diaphorase-resazurin fluorescence; active compounds read low; activity change, % (values are at about 110 or 230 µM); 480,000 tested, 0.15% active; AID 1347041, 2019; in the data active = activity change below about -30%; inconclusive = mostly about -25% to -30%;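 also: plate controls were DMSO wells for no effect and wells without enzyme for full effect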
#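 Human LDH5 (2 nM) was incubated with 0.06 mM NADH and 0.2 mM pyruvate for 5 min at room temperature in Tris pH 7.4. Remaining NADH was coupled through diaphorase/resazurin, and resorufin fluorescence was read at 0 and 20 min.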
# USP1 inh: Inhibitors of USP1/UAF1: Primary Screen; Ubiquitin carboxyl-terminal hydrolase 1 (Homo sapiens), O94782; AID 743255, 2014; Potency, µM (doses to about 57.1 µM), for the others: at the top dose activity change, negative = inhibition, most hits filed as inhibitors; recombinant USP1/UAF1, Ub-Rhodamine cleavage fluorescence; 390,000 tested, 0.23% active; also: potency is read from the fitted curve at half-maximal effect; % is scaled to controls: 0 for no effect and ±100 for the full control effect; nearly all actives have a fitted effect of over 60% in size; inactives centre near -12
# Target sequence (O94782 whole entry, looked up): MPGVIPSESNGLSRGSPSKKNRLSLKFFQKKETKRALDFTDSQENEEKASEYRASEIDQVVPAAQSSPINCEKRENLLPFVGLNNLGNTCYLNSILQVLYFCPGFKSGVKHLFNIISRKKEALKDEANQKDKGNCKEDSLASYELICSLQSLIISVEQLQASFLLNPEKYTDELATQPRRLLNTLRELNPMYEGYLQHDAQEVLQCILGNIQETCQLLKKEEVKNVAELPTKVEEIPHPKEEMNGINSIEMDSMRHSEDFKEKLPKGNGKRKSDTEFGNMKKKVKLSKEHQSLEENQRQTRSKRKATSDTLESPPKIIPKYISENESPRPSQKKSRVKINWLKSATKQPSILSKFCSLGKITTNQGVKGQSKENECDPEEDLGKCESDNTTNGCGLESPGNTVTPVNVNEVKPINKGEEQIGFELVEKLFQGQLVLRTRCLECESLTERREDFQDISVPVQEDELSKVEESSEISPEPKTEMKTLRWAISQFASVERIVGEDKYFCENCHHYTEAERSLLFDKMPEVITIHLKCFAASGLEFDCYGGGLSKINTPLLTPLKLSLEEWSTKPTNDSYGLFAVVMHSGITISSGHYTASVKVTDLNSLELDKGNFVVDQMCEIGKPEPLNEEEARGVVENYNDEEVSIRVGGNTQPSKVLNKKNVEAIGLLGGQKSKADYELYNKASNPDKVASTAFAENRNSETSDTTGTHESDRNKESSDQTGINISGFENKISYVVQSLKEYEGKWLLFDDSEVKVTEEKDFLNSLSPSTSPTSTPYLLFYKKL
#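 USP1/UAF1 complex at 1 nM was preincubated with compound for 15 min at room temperature, then Ub-Rho substrate (150nM final) was added. Fluorescence (480/540 nm) was read kinetically, 6 reads every 60 seconds.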
# IDH1 R132H inh: qHTS for Inhibitors of mutant isocitrate dehydrogenase 1 (IDH1): qHTS. Isocitrate dehydrogenase [NADP] cytoplasmic (Homo sapiens), O75874. IDH1-R132H enzyme, NADPH consumption, diaphorase/resazurin fluorescence. Potency, µM (highest dose often 76.6 µM), inactives show at the highest dose activity change, negative = inhibition, hits mostly inhibitors. 390,000 tested, 0.093% active. AID 602179, 2012; also: potency is read from the fitted curve at half-maximal effect; % is scaled to controls: 0 for no effect and ±100 for the full control effect; nearly all actives have a fitted effect of over 65% in size
#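 IDH1-R132H (0.5 ug/mL) preincubated 30 min with compound, then NADPH (0.016 mM) and alpha-KG (2 mM) added; 80 min at RT, pH 7.5. Remaining NADPH coupled via diaphorase/resazurin to fluorescence (540/590 nm); concentration-response curves normalized to no-enzyme control.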
# RGS4 inh: Inhibitors of Regulator of G Protein Signaling (RGS) 4: qHTS; Regulator of G-protein signaling 4 (Homo sapiens), P49798; Transcreener GDP fluorescence polarization, RGS4-accelerated GTP hydrolysis; 390,000 tested, 0.039% active; AID 504845, 2011; Potency, µM (doses to about 114 µM), for inactives: at the highest dose activity change, negative = inhibition, most hits filed as inhibitors; also: potency is read from the fitted curve at half-maximal effect; % is scaled to controls: 0 for no effect and ±100 for the full control effect; nearly all actives have a fitted effect of over 75% in size; some results filed as inactive show a strong effect at the top dose
# Target sequence (P49798 whole entry, looked up): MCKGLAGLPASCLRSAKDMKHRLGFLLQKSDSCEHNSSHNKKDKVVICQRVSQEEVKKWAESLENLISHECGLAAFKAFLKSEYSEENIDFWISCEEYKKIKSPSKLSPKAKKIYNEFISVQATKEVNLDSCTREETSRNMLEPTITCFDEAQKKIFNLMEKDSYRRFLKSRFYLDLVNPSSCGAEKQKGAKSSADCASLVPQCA
#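 MLSMR compounds (23 nl, pin-transferred) preincubated 10 min at room temperature with a 500nM (2x) first reagent, then RGS4 at 900nM (2x) plus Transcreener GDP mix added; fluorescence polarization (620/688 nm) read before and after 90 min at 30 °C.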
# Vif-A3F inh: qHTS for Inhibitors of Vif-A3F Interactions: qHTS; HeLa A3F-eYFP + Vif (tagged APOBEC3F with the HIV-1 protein that degrades it), YFP fluorescence increase; Potency, µM (doses to about 46.1 µM), inactives show top-dose activity, negative = active; 390,000 tested, 0.2% active; AID 602313, 2012; also: potency is read from the fitted curve at half-maximal effect; % of control where 0% means no effect; nearly all actives have a fitted effect of over 65% in size
#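 Fluorescence increase (Ex 488/Em 500-530) after overnight compound treatment at 37 deg C flags inhibition of Vif-driven A3F-eYFP loss in stable HeLa A3F-eYFP/Vif cells seeded overnight beforehand.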
# Starred values were filed as active, the others as inactive; ? = inconclusive; . = not tested or not shown; [ ] = dose if it differs, or a comment. Unless noted, calls follow the shape of the dose curve; as a rule, active = well fitted curve in the direction sought with a large enough effect; inconclusive = small, poorly fitted or top-dose-only effect, or another doubt; inactive = no such curve, though single readings can be large; an effect the other way counts as inactive or inconclusive. Not all compounds are listed, so the mix of outcomes need not match the whole.
SMILES,Vif-APOBEC3G blk,TrxR1 substrate,GRP78 ERSR act,TrxR1 inh,LDHA inh,USP1 inh,IDH1 R132H inh,RGS4 inh,Vif-A3F inh
Cc1ccc(-n2ncc3c2CCCC3NC(=O)c2ccccc2N2CCOCC2)cc1C (stereo not drawn),0%,-9%,-5%,-12%,-7,-13%,-2%,0%,3%
COC(=O)c1ccccc1Nc1cc(C)nc2nc(C)nn12,1%,5%[57.1 µM],-2%,2%[57.1 µM],-4,-2%,-1%,?,1%
O=C(O)c1ccc(NS(=O)(=O)c2ccc(Cl)c(C(=O)Nc3ccccc3[N+](=O)[O-])c2)cc1,0%,1%,-1%,23%,-10,-12%,-11%,11%,-2%
COc1ccccc1C/C(N)=N/OC(=O)c1cccc([N+](=O)[O-])c1C,-4%,-6%,1%,-14%,0,-3%,3%,0%,1%
COc1ccc2nc(/N=C\N(C)C)sc2c1,-1%,0%,-4%,13%,-14,-6%,-2%,13%[56.9 µM],-8%
Cc1cc(=O)oc2cc(NC(=O)C(C)N3C(=O)C4CCCCC4C3=O)ccc12 (stereo not drawn),0%,145%[activator],-3%,?,-1,-19%,2%,-5%,2%
Cc1cc(C)c2nc(SC(C)C#N)cc(C)c2c1 (stereo not drawn),-29%,-13%,-3%,-13%,-2,-14%,2%,4%,5%
Cc1ccc(S(=O)(=O)N(C)c2ccc(C(=O)N3CCC(C(N)=O)CC3)cc2)cc1,2%,-12%,-1%,13%[57.1 µM],-2,-1%,1%,-9%,2%
CCn1nc(C(=O)Nc2cccc(S(=O)(=O)N3CCCC3)c2)c2ccccc2c1=O,0%,2%,-3%,19%,-2,-24%,15%,2%,11%
COc1cccc(CNC(=O)C2CCCN(S(=O)(=O)c3cnc[nH]3)C2)c1 (stereo not drawn),2%,7%,-5%,22%,2,-25%,2%,-4%,-6%
CCn1c(=O)cc(SCC(=O)N2CCCCC2)c2ccccc21,-6%,4%,-3%,13%,-10,-9%,11%,21%,0%
CCCCOC(=O)c1ccc(NS(=O)(=O)c2c(C)nc3scc(C)n3c2=O)cc1,-2%,-2%,-3%,13%,-8,-14%,-3%,-10%,-7%
CCCCN(Cc1ccco1)C(=O)Cn1ncc2c(=O)oc3ccc(C)cc3c21,6%,0%[57.1 µM],-2%,4%[57.1 µM],-7,-12%,-2%,-15%,2%
O=c1c2ccccc2nc2n1C(CSCc1cccc(C(F)(F)F)c1)CS2 (stereo not drawn),-1%,7%[57.1 µM],1%,11%[57.1 µM],-9,6%,3%,37%,2%
Cc1ccccc1NC(=O)c1ccc2snnc2c1,0%,-4%[57.1 µM],-1%,3%[57.1 µM],3,-6%,18%,-6%,8%
CCOC(=O)c1ccc(N=CC2=C(O)CC(C)(C)CC2=O)cc1,1%,-10%,-3%,-21%,-9,5%,-1%,-8%,-2%
Cc1nc(NC(=O)/C=C/c2ccccc2)sc1C(=O)NCCO,-3%,0%[57.1 µM],6%,-6%[57.1 µM],-6,-18%,-2%,-2%,10%
NC(=O)c1ccccc1NC(=O)CS(=O)(=O)Cc1ccccc1,1%,3%,2%,-21%,1,-13%,4%,-29%[11.4 µM],3%
COc1cccc(Nc2ncnc3ccc(Br)cc23)c1,-1%,.,-5%,.,-3,-18%,5%,.,3%
Cc1nnc(SCC(=O)c2c[nH]c3ccccc23)n1C1CC1,-4%,-9%,7%,-12%,-4,3%,-2%,19%,4%

# Six consecutive entries from above, for reference:
SMILES,Vif-APOBEC3G blk,TrxR1 substrate,GRP78 ERSR act,TrxR1 inh,LDHA inh,USP1 inh,IDH1 R132H inh,RGS4 inh,Vif-A3F inh
Cc1ccccc1NC(=O)c1ccc2snnc2c1,0%,-4%[57.1 µM],-1%,3%[57.1 µM],3,-6%,18%,-6%,8%
CCOC(=O)c1ccc(N=CC2=C(O)CC(C)(C)CC2=O)cc1,1%,-10%,-3%,-21%,-9,5%,-1%,-8%,-2%
Cc1nc(NC(=O)/C=C/c2ccccc2)sc1C(=O)NCCO,-3%,0%[57.1 µM],6%,-6%[57.1 µM],-6,-18%,-2%,-2%,10%
NC(=O)c1ccccc1NC(=O)CS(=O)(=O)Cc1ccccc1,1%,3%,2%,-21%,1,-13%,4%,-29%[11.4 µM],3%
COc1cccc(Nc2ncnc3ccc(Br)cc23)c1,-1%,.,-5%,.,-3,-18%,5%,.,3%
Cc1nnc(SCC(=O)c2c[nH]c3ccccc23)n1C1CC1,-4%,-9%,7%,-12%,-4,3%,-2%,19%,4%

# (further entries)
SMILES,Vif-APOBEC3G blk,TrxR1 substrate,GRP78 ERSR act,TrxR1 inh,LDHA inh,USP1 inh,IDH1 R132H inh,RGS4 inh,Vif-A3F inh
C=CCn1c(SC)nc2sc3c(c2c1=O)CCc1ccccc1-3,5%,-6%,4%,3%,2,-4%,-7%,-15%,0%
CC(C)CNC(=O)c1cccc(NC(=O)c2ccc3c(c2)C(=O)N(C)C3=O)c1,1%,-1%,-3%,12%,-3,-21%,8%,-30%,-5%
O=C1/C(=C/c2ccco2)CCc2ccccc21,-10%,-10%,-1%,-7%,7,-25%,4%,-21%,-7%
CCOc1ccccc1NC(=O)CSc1nnc(-c2ccccn2)n1Cc1ccco1,0%,2%,-2%,-8%,6,-24%,3%,-4%,4%
COc1ccccc1CNc1nc2nc(C)c(Cl)c(C)n2n1,0%,6%,-4%,17%,-4,-2%,9%,31%,-5%
COc1ccccc1CNC(=O)c1cc(-c2cccnc2)nc2ccccc12,-1%,7%[57.1 µM],-3%,18%[57.1 µM],-11,-5%,13%,17%,0%
CCOC(=O)c1cc2sc(C)cc2n1C(C)C(=O)OCC (stereo not drawn),-3%,3%[57.1 µM],-2%,8%[57.1 µM],2,-17%,2%,-2%,5%
CCC[N+](CC#Cc1ccccc1)(CCC)CC(=O)OC,-1%,16%[57.1 µM],-2%,14%[57.1 µM],-9,-12%,2%,-6%,0%
Cc1ccc(N2CCN(S(=O)(=O)c3ccc4[nH]c5c(c4c3)CCCCC5)CC2)c(C)c1,2%,-6%,-3%,6%,-2,-10%,0%,0%,-1%
COc1ccc(Cl)cc1NC(=O)CNC(c1ccccc1)c1ccccc1,-6%,-2%,-1%,18%,-4,-7%,-4%,6%,8%
Cc1ccccc1CN(C)C(=O)COC(=O)c1ccc2[nH]c(C)c(C)c2c1,6%,1%,3%,19%[11.4 µM],-4,-25%,1%,35%,1%
O=C(CSc1ncnc2c1oc1ccccc12)Nc1ccccc1F,-1%,-8%,-3%,0%,-2,?,-3%,16%,0%
CCN(CC)S(=O)(=O)c1ccc2c(c1)N(CC(=O)Nc1c(C)cc(C)cc1C)C(=O)CS2,-8%,3%,-2%,8%,-4,-23%,-19%,17%,2%
CCN(CC(=O)Nc1c(F)cccc1F)C(=O)c1cccc(-n2cnnn2)c1,0%,-8%,-2%,-6%,1,-17%,8%,-6%,-26%
CCCC(C(=O)NC1CCCC1)N(C(=O)c1snc(C(N)=O)c1N)c1ccc(F)cc1 (stereo not drawn),-1%,28%,-2%,7%,-6,-11%,-7%,9%,-2%
COc1ccc(/C(O)=C2/C(=O)C(=O)N(CC3CCCO3)C2c2ccc(OC)c(OC)c2)cc1 (stereo not drawn),3%,4%[0.457 µM],-5%,11%[57.1 µM],-4,-7%,2%,18%,-14%
COc1cccc(N2C(=O)CC(N3CCc4ccccc43)C2=O)c1 (stereo not drawn),-5%,6%[57.1 µM],-2%,-6%[57.1 µM],-3,-18%,-4%,-25%,-18%
